Assay outcomes (PubChem)
Xi reactivation: activators of inactive X chromosome reactivation, primary screen, imaging, XiGFP fibroblasts, GFP high-content imaging, set 2. 0.055% of 360,000 active. activation, % at 7.58 µM. XiGFP mouse fibroblasts, % GFP-positive cells imaging, 3 d; cells co-treated with 5-aza-dC sensitizer; scaled so ellipticine positive control = 100%;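 active = mean normalized replicate activation at least 10% and every replicate at or above 10%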;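 also: 0% = median of on-plate neutral control wells and 100% = ellipticine 6 µM median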
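Material: XiGFP fibroblasts, SV40-immortalized; Buffer or medium: DMEM containing 5-aza-dC; Compound dosing: single point; Times: 3 days compound exposure.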
INS-1E GSIS act: GLuc luminescence reporter in INS-1E cells, primary screen for activators of glucose-dependent secretion of insulin; INS-1E GLuc reporter insulin secretion, 2-3 h; activation, % at 16.6 µM; 0.61% of 370,000 active;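 active = lowest replicate activation of at least 40%, so every replicate reaches that level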;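 also: 0% = median of neutral control wells and 100% = median of IBMX positive control wells; some compounds called inactive have numbers as strong as hits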
Active calls of the source: *. Not all compounds are listed, so the mix of outcomes need not match the whole.

CC(=O)N(C)C[C@@H]1Oc2c(N)cccc2C(=O)N(C)C[C@@H]1C
  Xi reactivation: 0.3
  INS-1E GSIS act: 27.4
C[C@@H]1CN([C@H](C)CO)C(=O)c2cc(N(C)C)ccc2O[C@@H](C)CCCCO[C@@H]1CN(C)Cc1ccc(C(=O)Nc2ccccc2N)cc1
  Xi reactivation: 0.1
  INS-1E GSIS act: 19.8
C[C@@H]1CN(C)C(=O)c2cccc(N(C)C)c2O[C@H]1CN(C)C(=O)OC(C)(C)C
  Xi reactivation: 0.2
  INS-1E GSIS act: -1.0
CC(=O)Nc1ccc2c(c1)C(=O)N(C)C[C@H](C)[C@H](CN(C)S(C)(=O)=O)O2
  Xi reactivation: 0.3
  INS-1E GSIS act: -3.5
Cc1ccc(C(=O)CNc2ccc(C)c(Cl)c2)cc1
  Xi reactivation: 0.0
  INS-1E GSIS act: 2.4
COc1ccc(CCn2c(=O)c3cccnc3n(Cc3ccc([N+](=O)[O-])cc3)c2=O)cc1OC
  Xi reactivation: 0.0
  INS-1E GSIS act: -10.9
O=C(CCCn1cnc([N+](=O)[O-])n1)Nc1ccc(Cl)cc1Cl
  Xi reactivation: -0.1
  INS-1E GSIS act: 10.7
Cc1cc(C)cc(N2C(=O)CN(Cc3sccc3C)C2=S)c1
  Xi reactivation: 0.1
  INS-1E GSIS act: -12.0
C[C@H](CO)N1C[C@H](C)[C@@H](CN(C)S(=O)(=O)c2cccs2)Oc2c(NC(=O)CCCN(C)C)cccc2C1=O
  Xi reactivation: 0.0
  INS-1E GSIS act: -6.3
O=C(c1ccccc1)N1CC(=O)N2[C@@H](CO)[C@H](c3ccc(/C=C/c4ccccc4)cc3)[C@@H]2C1
  Xi reactivation: 0.2
  INS-1E GSIS act: 17.0
COCC(=O)Nc1ccc2c(c1)OC[C@H](C)N(CCc1ccccc1)C[C@H](C)[C@@H](OC)CN(C)C2=O
  Xi reactivation: 0.0
  INS-1E GSIS act: -3.9
COc1ccc(C/C(C)=N/NC(=O)c2cc(C)oc2C)cc1
  Xi reactivation: 0.2
  INS-1E GSIS act: 6.9
C[C@@H]1CC(=O)NCC/C=C\C[C@@H](c2cccc(Cl)c2)NC1=O
  Xi reactivation: 0.3
  INS-1E GSIS act: 9.5
CCOC(=O)c1c(/N=C/N(C)C)sc(/C=N/Nc2ccccc2)c1-c1ccccc1
  Xi reactivation: -0.1
  INS-1E GSIS act: -6.9
Cc1ccc(S(=O)(=O)N(C)C)cc1NC(=O)COC(=O)/C(=C/c1ccc(F)cc1)c1cccs1
  Xi reactivation: 0.1
  INS-1E GSIS act: -18.7

Ordered by length of the SMILES (largest number first): 3 of the compounds above.
COc1ccc(CCn2c(=O)c3cccnc3n(Cc3ccc([N+](=O)[O-])cc3)c2=O)cc1OC
  Xi reactivation: 0.0
  INS-1E GSIS act: -10.9
CC(=O)N(C)C[C@@H]1Oc2c(N)cccc2C(=O)N(C)C[C@@H]1C
  Xi reactivation: 0.3
  INS-1E GSIS act: 27.4
Cc1ccc(C(=O)CNc2ccc(C)c(Cl)c2)cc1
  Xi reactivation: 0.0
  INS-1E GSIS act: 2.4

Later entries
C1CN=C(NC23CC4CC(CC(C4)C2)C3)C1
  Xi reactivation: 0.0
  INS-1E GSIS act: 7.6
C[C@H]1CN(C)C(=O)c2cc(N(C)C)ccc2O[C@@H]1CN(C)C
  Xi reactivation: 0.4
  INS-1E GSIS act: 7.7
C/C=C/c1ccc([C@H]2[C@@H](CO)N(C(C)=O)[C@H]2CN(C(C)=O)C2CCCC2)cc1
  Xi reactivation: 0.4
  INS-1E GSIS act: -11.5
O=C1N[C@H](c2ccccc2)COCc2cn(nn2)CC[C@H]1Cc1cccc(Cl)c1
  Xi reactivation: 0.0
  INS-1E GSIS act: -0.5
O=C(Nc1ccc(F)cc1)N1CC(=O)N2[C@H](C1)[C@H](c1ccc(C#Cc3ccccc3)cc1)[C@@H]2CO
  Xi reactivation: 0.2
  INS-1E GSIS act: -38.1
C[C@H](CO)N1C[C@H](C)[C@@H](CN(C)Cc2ccccc2)Oc2c(NC(=O)CCC(F)(F)F)cccc2C1=O
  Xi reactivation: -0.1
  INS-1E GSIS act: -12.4
CCC(=O)N1CC(=O)N2[C@H](CO)[C@@H](c3ccc(C#CC(C)C)cc3)[C@@H]2C1
  Xi reactivation: 0.0
  INS-1E GSIS act: -0.2
C[C@H]1CN(C)C(=O)c2cccnc2O[C@@H]1CN(C)C
  Xi reactivation: 0.3
  INS-1E GSIS act: 8.5
CCC(=O)Nc1ccc(C(=O)NCc2ccccn2)cc1
  Xi reactivation: 0.2
  INS-1E GSIS act: 7.4
C[C@H](CO)N1C[C@H](C)[C@@H](CN(C)Cc2cccc(C(F)(F)F)c2)OCc2ccccc2-c2ccccc2C1=O
  Xi reactivation: -0.2
  INS-1E GSIS act: 68.9
COc1ccc2c3c(n(C)c2c1)[C@@H](CO)NCC31CN(S(=O)(=O)c2ccc(C)cc2)C1
  Xi reactivation: 0.1
  INS-1E GSIS act: 6.4
CC(C)NC(=O)N(C)C[C@@H]1Oc2ccc(N(S(C)(=O)=O)S(C)(=O)=O)cc2C(=O)N(C)C[C@@H]1C
  Xi reactivation: 0.0
  INS-1E GSIS act: 6.6
CC[C@H]1CC=CC[C@H](C)Oc2ccccc2C(=O)N(C)[C@H](C(C)C)C(=O)N1 (mixture of isomers)
  Xi reactivation: 0.0
  INS-1E GSIS act: -11.5
CC(=O)Nc1cccc2c1O[C@H](CN(C)C(=O)NC(C)C)[C@@H](C)CN(C)C2=O
  Xi reactivation: 0.1
  INS-1E GSIS act: 4.1
CC(=O)N(C)C[C@H]1Oc2ccc(N)cc2C(=O)N(C)C[C@@H]1C
  Xi reactivation: 0.3
  INS-1E GSIS act: -2.1

Ordered by number of heavy atoms (highest first): 17 of the compounds above.
C[C@H](CO)N1C[C@H](C)[C@@H](CN(C)Cc2cccc(C(F)(F)F)c2)OCc2ccccc2-c2ccccc2C1=O
  Xi reactivation: -0.2
  INS-1E GSIS act: 68.9
C[C@H](CO)N1C[C@H](C)[C@@H](CN(C)S(=O)(=O)c2cccs2)Oc2c(NC(=O)CCCN(C)C)cccc2C1=O
  Xi reactivation: 0.0
  INS-1E GSIS act: -6.3
C[C@H](CO)N1C[C@H](C)[C@@H](CN(C)Cc2ccccc2)Oc2c(NC(=O)CCC(F)(F)F)cccc2C1=O
  Xi reactivation: -0.1
  INS-1E GSIS act: -12.4
COCC(=O)Nc1ccc2c(c1)OC[C@H](C)N(CCc1ccccc1)C[C@H](C)[C@@H](OC)CN(C)C2=O
  Xi reactivation: 0.0
  INS-1E GSIS act: -3.9
O=C(Nc1ccc(F)cc1)N1CC(=O)N2[C@H](C1)[C@H](c1ccc(C#Cc3ccccc3)cc1)[C@@H]2CO
  Xi reactivation: 0.2
  INS-1E GSIS act: -38.1
Cc1ccc(S(=O)(=O)N(C)C)cc1NC(=O)COC(=O)/C(=C/c1ccc(F)cc1)c1cccs1
  Xi reactivation: 0.1
  INS-1E GSIS act: -18.7
O=C(c1ccccc1)N1CC(=O)N2[C@@H](CO)[C@H](c3ccc(/C=C/c4ccccc4)cc3)[C@@H]2C1
  Xi reactivation: 0.2
  INS-1E GSIS act: 17.0
COc1ccc2c3c(n(C)c2c1)[C@@H](CO)NCC31CN(S(=O)(=O)c2ccc(C)cc2)C1
  Xi reactivation: 0.1
  INS-1E GSIS act: 6.4
CCOC(=O)c1c(/N=C/N(C)C)sc(/C=N/Nc2ccccc2)c1-c1ccccc1
  Xi reactivation: -0.1
  INS-1E GSIS act: -6.9
O=C1N[C@H](c2ccccc2)COCc2cn(nn2)CC[C@H]1Cc1cccc(Cl)c1
  Xi reactivation: 0.0
  INS-1E GSIS act: -0.5
C/C=C/c1ccc([C@H]2[C@@H](CO)N(C(C)=O)[C@H]2CN(C(C)=O)C2CCCC2)cc1
  Xi reactivation: 0.4
  INS-1E GSIS act: -11.5
CC[C@H]1CC=CC[C@H](C)Oc2ccccc2C(=O)N(C)[C@H](C(C)C)C(=O)N1 (mixture of isomers)
  Xi reactivation: 0.0
  INS-1E GSIS act: -11.5
CCC(=O)N1CC(=O)N2[C@H](CO)[C@@H](c3ccc(C#CC(C)C)cc3)[C@@H]2C1
  Xi reactivation: 0.0
  INS-1E GSIS act: -0.2
C[C@H]1CN(C)C(=O)c2cc(N(C)C)ccc2O[C@@H]1CN(C)C
  Xi reactivation: 0.4
  INS-1E GSIS act: 7.7
CCC(=O)Nc1ccc(C(=O)NCc2ccccn2)cc1
  Xi reactivation: 0.2
  INS-1E GSIS act: 7.4
C[C@H]1CN(C)C(=O)c2cccnc2O[C@@H]1CN(C)C
  Xi reactivation: 0.3
  INS-1E GSIS act: 8.5
C1CN=C(NC23CC4CC(CC(C4)C2)C3)C1
  Xi reactivation: 0.0
  INS-1E GSIS act: 7.6

The list goes on.
Cc1noc(C)c1NC(=O)N1C[C@@H](O)COC[C@H]2O[C@@H](CC(=O)N[C@@H]3CCN(Cc4ccccc4)C3)CC[C@@H]21
  Xi reactivation: 0.4
  INS-1E GSIS act: -2.5
C/C=C/c1ccc([C@H]2[C@@H](CO)N(Cc3ccccc3)[C@H]2CNC(=O)C2CC2)cc1
  Xi reactivation: 0.4
  INS-1E GSIS act: 0.2
CC(C)CC#Cc1ccc([C@@H]2[C@H]3CN(C(=O)c4ccc5c(c4)OCO5)CC(=O)N3[C@H]2CO)cc1
  Xi reactivation: 0.3
  INS-1E GSIS act: 16.6
CCOC(=O)C1=C(O)/C(=C/c2cc(OC)c(O)c(OC)c2)SC1=Nc1ccc(OC)cc1
  Xi reactivation: 14.6*
  INS-1E GSIS act: 64.9
O=C(C[C@H]1C[C@H]2c3cc(NC(=O)NC4CCCC4)ccc3O[C@H]2[C@@H](CO)O1)NCc1ccc(-c2ccccc2)cc1
  Xi reactivation: 0.4
  INS-1E GSIS act: -0.7
C[C@@H]1CN([C@@H](C)CO)C(=O)c2c(c3ccccc3n2C)-c2ccccc2CO[C@H]1CN(C)CC1CCCCC1
  Xi reactivation: 1.8
  INS-1E GSIS act: -6.2
C[C@H]1CN(C)C(=O)Cc2cc(NS(C)(=O)=O)ccc2O[C@@H]1CN(C)S(C)(=O)=O
  Xi reactivation: 0.3
  INS-1E GSIS act: -7.7
C[C@H]1CN(C)C(=O)c2ccccc2O[C@H]1CN(C)S(C)(=O)=O
  Xi reactivation: 0.3
  INS-1E GSIS act: 8.5
COc1ccc2c3c(n(C)c2c1)[C@H](CO)N(CC1CC1)CC31CCN(C(C)=O)CC1
  Xi reactivation: 0.1
  INS-1E GSIS act: 16.1
Cc1nn(Cc2ccccc2)c(C)c1NC(=O)CCCn1nc(C)c([N+](=O)[O-])c1C
  Xi reactivation: 2.8
  INS-1E GSIS act: -3.4
O=C(c1ccc(Cl)cc1[N+](=O)[O-])N1CCN(c2ccccn2)CC1
  Xi reactivation: 0.2
  INS-1E GSIS act: 35.6
COCCN(C(=O)CN1CCN(S(=O)(=O)c2ccc(F)cc2)CC1)c1c(N)n(Cc2ccccc2)c(=O)[nH]c1=O
  Xi reactivation: -0.1
  INS-1E GSIS act: 20.9
CC(C)NC(=O)Nc1cccc2c1O[C@H](CN(C)C(=O)OC(C)(C)C)[C@H](C)CN(C)C2=O
  Xi reactivation: 0.3
  INS-1E GSIS act: 5.3
CC(C)NC(=O)Nc1ccc2c(c1)C(=O)N(C)C[C@H](C)[C@H](CN(C)C(=O)OC(C)(C)C)O2
  Xi reactivation: 0.3
  INS-1E GSIS act: -0.1
CC[C@H]1C/C=C\C[C@@H](c2ccc(OC)cc2OC)NC(=O)[C@H](C)CC(=O)N1
  Xi reactivation: 0.1
  INS-1E GSIS act: -4.0

COc1ccc2c3c(n(C)c2c1)[C@H](CO)NCC31CN(Cc2cc(F)ccc2F)C1
  Xi reactivation: 0.0
  INS-1E GSIS act: -3.8
CN(C)CC#Cc1ccc([C@H]2[C@H]3CN(C(=O)Cc4cccnc4)CC(=O)N3[C@H]2CO)cc1
  Xi reactivation: 0.5
  INS-1E GSIS act: 1.7
C=C(C)C[C@@H]1CCn2cc(nn2)COCCNC1=O
  Xi reactivation: 0.1
  INS-1E GSIS act: 13.4
COc1ccc2c3c([nH]c2c1)[C@@H](CO)N(C)CC31CN(S(C)(=O)=O)C1
  Xi reactivation: 0.3
  INS-1E GSIS act: 16.3
COc1ccc2c3c(n(C)c2c1)[C@H](CO)N(C)CC31CCN(C(=O)C2CCC2)CC1
  Xi reactivation: 0.0
  INS-1E GSIS act: -6.0
CC(C)[C@@H]1CC=CC[C@H](C)Oc2ccccc2C(=O)N(C)[C@@H](C(C)C)C(=O)N1 (mixture of isomers)
  Xi reactivation: 0.0
  INS-1E GSIS act: -4.5
CC(=O)Nc1ccc2c(c1)C(=O)N(C)C[C@H](C)[C@@H](CN(C)C(=O)OC(C)(C)C)O2
  Xi reactivation: 0.1
  INS-1E GSIS act: 9.1
Cc1ccc(Cn2nc(C)c(NC(=O)CCCn3nc(C)c([N+](=O)[O-])c3C)c2C)cc1
  Xi reactivation: -0.1
  INS-1E GSIS act: -2.4
C[C@H]1CC=CC[C@H](c2ccc(F)cc2)NC(=O)[C@@H](Cc2ccccc2)N(C)C(=O)c2ccccc2O1 (mixture of isomers)
  Xi reactivation: 0.0
  INS-1E GSIS act: -18.7
Cc1noc(C)c1NC(=O)N(C)C[C@@H]1OCCCC[C@H](C)Oc2ccc(NC(=O)Nc3ccccc3)cc2C(=O)N([C@@H](C)CO)C[C@H]1C
  Xi reactivation: 0.0
  INS-1E GSIS act: -2.2
CC(=O)Nc1ccc2c(c1)C(=O)N(C)C[C@H](C)[C@H](CN(C)C(C)=O)O2
  Xi reactivation: 0.1
  INS-1E GSIS act: -0.3
